F508del corr = correctors of CFTR F508del function in bronchial epithelial cells | CFBE cells, YFP halide quenching; stimulated with forskolin plus potentiator P3; % fluorescence drop versus neutral controls | activity (quench increase), % at 7.58 µM | 0.36% of 350,000 active | AID 720511;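 active = mean added fluorescence quench of at least 8% versus neutral control, with both replicates also reaching 8%; inconclusive = only one of the mean or replicate conditions met; inactive = mean below 8% and not both replicates reaching 8%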;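 also: cells transiently co-express mutant CFTR-F508del with the halide-sensitive YFP; corrector assay measuring rescue of mutant channel to the surface after 24 h compound exposure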
SIRT5 block = inhibitors of human sirtuin-5 desuccinylase; Purified SirT5, succinyl-peptide AMC, trypsin-coupled fluorescence; inhibition, % at 15 µM; 1.1% of 330,000 active; AID 652115; in the data active = inhibition above about 15%; inconclusive = no clear call, values can overlap the other calls
Target sequence (Q9NXA8 whole entry, looked up): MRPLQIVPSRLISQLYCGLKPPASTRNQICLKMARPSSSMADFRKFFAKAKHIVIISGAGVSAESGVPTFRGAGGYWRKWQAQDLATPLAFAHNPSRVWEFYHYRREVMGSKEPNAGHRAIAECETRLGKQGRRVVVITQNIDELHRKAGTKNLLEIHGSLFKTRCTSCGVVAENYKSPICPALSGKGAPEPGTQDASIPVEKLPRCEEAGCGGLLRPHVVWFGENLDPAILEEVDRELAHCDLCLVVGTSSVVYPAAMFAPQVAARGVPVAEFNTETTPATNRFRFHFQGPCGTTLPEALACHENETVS
ERp5 inh = ERp5 (human) disulfide isomerase inhibition; ERp5 insulin aggregation, absorbance 650 nm, 90 min; inhibition, % at 9.99 µM; AID 651711; 0.05% of 350,000 active; Q15084;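 active = mean replicate inhibition above about 25%, with every replicate also reaching it, limit read from the data, passing the limit was not always enough; inconclusive = only one of those two criteria met; inactive = neither criterion met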
Target sequence (Q15084 whole entry, looked up): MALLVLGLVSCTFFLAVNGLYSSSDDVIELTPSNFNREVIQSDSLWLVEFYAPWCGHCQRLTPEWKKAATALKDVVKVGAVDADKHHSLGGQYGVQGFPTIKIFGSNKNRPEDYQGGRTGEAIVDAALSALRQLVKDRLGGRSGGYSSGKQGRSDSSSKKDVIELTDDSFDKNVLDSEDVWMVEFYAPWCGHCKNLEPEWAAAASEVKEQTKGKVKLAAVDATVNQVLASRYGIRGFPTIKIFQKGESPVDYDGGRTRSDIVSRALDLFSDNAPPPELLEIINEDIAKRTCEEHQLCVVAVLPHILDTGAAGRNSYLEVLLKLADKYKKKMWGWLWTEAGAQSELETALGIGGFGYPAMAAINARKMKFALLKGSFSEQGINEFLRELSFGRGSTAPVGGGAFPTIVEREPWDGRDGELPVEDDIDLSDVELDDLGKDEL
Casp6 inh = inhibitors of human caspase-6; 0.53% of 350,000 active; purified caspase-6, Z-VEID-R110 cleavage fluorescence; inhibition, % at 12.5 µM; P55212;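 active = mean inhibition across replicates at least about 35%, with every replicate also reaching that limit, limit read from the data; inconclusive = only one of the two criteria met; inactive = neither criterion met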;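 also: 0% = median of neutral control wells and 100% = no fluorescence left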
Target sequence (P55212 24-179 limits assumed): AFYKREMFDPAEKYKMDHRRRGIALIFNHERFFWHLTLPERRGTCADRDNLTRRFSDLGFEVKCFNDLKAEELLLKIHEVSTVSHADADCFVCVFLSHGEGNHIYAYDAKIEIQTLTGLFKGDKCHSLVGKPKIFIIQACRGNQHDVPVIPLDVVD
Target sequence (P55212 194-293 limits assumed): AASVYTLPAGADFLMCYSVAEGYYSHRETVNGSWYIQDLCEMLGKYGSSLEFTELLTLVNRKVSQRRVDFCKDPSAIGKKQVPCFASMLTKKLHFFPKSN
ERAP1 inh = blocks human ERAP1 aminopeptidase activity; inhibition, % at 10.7 µM; recombinant ERAP1, Leu-AMC fluorescence, 60 min; Q9NZ08; AID 652197; 0.15% of 340,000 active;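 active = mean replicate inhibition of at least 30%, or all replicates individually reaching that 30% level; inactive = mean below 30% and not every replicate reaching it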;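 also: 0% = neutral control wells and 100% = L-leucinethiol positive control wells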
miR122 inh = inhibitors of miR-122 in Huh7 cells; AID 602342; Huh7 miR-122 Renilla luciferase sensor, 48 h; neutral wells = 0, positive control = 100; activation (reporter increase), % at 12.5 µM; 0.3% of 340,000 active;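 active = mean replicate activation score at least 90 and every replicate individually at or above 90; inconclusive = only one of the two criteria met; inactive = neither criterion met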;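 also: higher luciferase means less miR-122 activity so hits act as miR-122 inhibitors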
DENV2 CPE = inhibitors of DENV2 cytopathic effect | AID 651640 | 1.7% of 350,000 active | DENV2-infected cells, cytopathic effect rescue, plate reader | CPE inhibition, % at 9.99 µM; in the data active = CPE inhibition above about 20%, passing the limit was not always enough; inconclusive = no clear call, values can overlap the other calls; tested in BHK-21 cells;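 also: 0% = median of neutral control wells and 100% = median of positive control wells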
Numbers without * were called inactive; ? = inconclusive; · = no result given; [ ] = another dose, or the depositor's remark.

item	DENV2 CPE	ERAP1 inh	miR122 inh	ERp5 inh	Casp6 inh	SIRT5 block	F508del corr	Compound
1	2	0	-4	5	-2	0	0.9	CCN(CC)c1ccc(/C=N/NS(=O)(=O)c2ccc(C)c([N+](=O)[O-])c2)cc1
2	?	0	·	2	-4	7	-2.4	CCN(CC)CCNC(=O)CNC(=O)c1nn(-c2ccc(OC)cc2OC)c(=O)c2ccccc12
3	0	-2	1	2	2	-4	1.9	Cc1cccc(-n2cc(-c3ccccc3)[nH]c2=S)c1
4	19	-1	-9[16.7 µM]	-6	0	1	1.2	CNC[C@@H]1Oc2ccc(NC(=O)Nc3ccc(C(F)(F)F)cc3)cc2C(=O)N([C@H](C)CO)C[C@@H]1C
5	-11	4	-2	1	-2	·	-0.2	CNc1ccc([N+](=O)[O-])cc1
6	-11	8	-1	-2	13	-3	·	Cc1cc(Br)ccc1-n1[nH]c(C)c(C=Nc2cccc3nsnc23)c1=O
7	4	-1	·	11	-4	-2	-0.6	CCN(CC)CCn1c2c(c(SCC(=O)NCc3ccccc3)nc1=O)CCCC2
8	7	-2	12	-2	1	-3	·	COc1ccc(NC(=S)NCCc2c(C)[nH]c3ccc(OC)cc23)cc1
9	-1	0	-4	0	2	4	-1.7	Cc1ccsc1C(=O)OC(C)C(=O)NC1CCCCC1C (configuration not stated)
10	-6	-2	-1	1	9	-9	-2.5	CCOc1ccc(-n2c(C)cc(C(=O)CCl)c2C)cc1
11	-2	2	6	1	-2	·	-0.9	OC(CN1CCCCC1)c1ccc2c3c(cccc13)CC2 (configuration not stated)
12	-3	-1	-6[16.7 µM]	-1	-1	1	-0.2	O=C(Cc1ccccc1)N1CC[C@@H]2[C@H]1c1cc(-c3cccc(F)c3)ccc1N[C@@H]2CO
13	-7	1	-2[16.7 µM]	5	2	-2	1.0	C[C@H]1CN([C@@H](C)CO)C(=O)c2cc(NC(=O)Nc3ccc4c(c3)OCO4)ccc2O[C@H]1CN(C)C(=O)NC1CCCCC1
14	20	-5	-3	7	-1	-3	0.4	CS(=O)(=O)c1nc(S(=O)(=O)c2ccc(Cl)cc2)c(NCCCN2CCCC2=O)s1
15	8	-2	·	6	1	0	·	O=C(CCNS(=O)(=O)c1c(Cl)cccc1Cl)OCC(=O)c1ccccc1
16	1	-2	·	-3	-5	0	2.9	O=C(NCc1ccccn1)c1cccc(S(=O)(=O)Nc2ccc(F)cc2)c1
17	-3	1	·	-3	-5	0	2.1	CC(O)CNCCCOc1ccccc1OCc1ccccc1 (configuration not stated)
18	3	0	·	-3	-4	-1	0.6	CCc1ccc(CN(C)CC(=O)Nc2ccc(S(=O)(=O)N3CCOCC3)cc2)cc1
19	-5	2	0	-3	7	1	-0.9	Cc1ccccc1-n1c(SCC(=O)Nc2c(C)cccc2C)nc(O)cc1=O
20	-1	0	4	6	-4	-3	-0.9	CC1CN(S(=O)(=O)c2ccc(C(=O)N3c4ccccc4CC3C)cc2)CC(C)O1 (configuration not stated)
21	-4	-2	·	3	1	0	1.4	CC(C)CN(C(=O)COC(=O)CNC(=O)c1ccccc1F)C1CCS(=O)(=O)C1 (configuration not stated)
22	4	3	-3	4	0	3	-0.2	CCC(C)[C@H](NC(=O)NCc1ccccn1)C(=O)OC (some centres not stated)
23	16	-1	-1	8	0	2	-0.8	CCOC(=O)CCN(C(=S)Nc1ccccc1)C1CCCCC1
24	-7	10	2	3	-1	-2	-1.5	Cc1ccc(C)c(C(=O)CSc2nc(C)cc(=O)[nH]2)c1
25	0	1	·	1	0	3	-0.3	CSc1nc2ccc(NS(=O)(=O)c3ccccc3F)cc2s1
26	4	-1	0[16.7 µM]	0	-1	-3	-1.0	CN1CCN(C(=O)C[C@@H]2C[C@@H]3c4cc(NC(=O)C5CCC5)ccc4O[C@@H]3[C@H](CO)O2)CC1
27	-5	-4	3[16.7 µM]	4	2	-1	0.5	C[C@@H]1CN([C@H](C)CO)C(=O)Cc2cc(NS(C)(=O)=O)ccc2O[C@@H]1CN(C)Cc1ccc(C(=O)Nc2ccccc2N)cc1
28	11	-1	2	3	-1	-2	0.8	CN(CC(=O)N1CCN(Cc2ccccc2)CC1)S(=O)(=O)c1ccc(F)cc1
29	-4	5	·	-4	6	4	·	O=C(Nc1ccccc1Cc1ccccc1)c1ccc2c(c1)SC1=NS(=O)(=O)CCN12
30	7	1	-5	0	1	-3	-3.8	CC1(C(=O)NS(=O)(=O)c2cccc(C#N)c2)CCN1C(=O)CC1CCCC1 (configuration not stated)
31	-8	3	-7[16.7 µM]	-5	-1	3	-0.6	C[C@@H]1CCCCO[C@H](CN(C)S(=O)(=O)c2ccc(F)cc2)[C@@H](C)CN([C@H](C)CO)C(=O)c2cc(NC(=O)NC3CCCCC3)ccc2O1
32	·	3	·	2	8	-3	-0.5	C=CCNC(=O)CCC(=O)NNc1nc2ccccc2c2nc(-c3ccccc3)nn12

Arranged by count of non-hydrogen atoms (low to high): some entries from above.
item	DENV2 CPE	ERAP1 inh	miR122 inh	ERp5 inh	Casp6 inh	SIRT5 block	F508del corr	Compound
22	4	3	-3	4	0	3	-0.2	CCC(C)[C@H](NC(=O)NCc1ccccn1)C(=O)OC (some centres not stated)
23	16	-1	-1	8	0	2	-0.8	CCOC(=O)CCN(C(=S)Nc1ccccc1)C1CCCCC1
30	7	1	-5	0	1	-3	-3.8	CC1(C(=O)NS(=O)(=O)c2cccc(C#N)c2)CCN1C(=O)CC1CCCC1 (configuration not stated)
28	11	-1	2	3	-1	-2	0.8	CN(CC(=O)N1CCN(Cc2ccccc2)CC1)S(=O)(=O)c1ccc(F)cc1
21	-4	-2	·	3	1	0	1.4	CC(C)CN(C(=O)COC(=O)CNC(=O)c1ccccc1F)C1CCS(=O)(=O)C1 (configuration not stated)
29	-4	5	·	-4	6	4	·	O=C(Nc1ccccc1Cc1ccccc1)c1ccc2c(c1)SC1=NS(=O)(=O)CCN12
26	4	-1	0[16.7 µM]	0	-1	-3	-1.0	CN1CCN(C(=O)C[C@@H]2C[C@@H]3c4cc(NC(=O)C5CCC5)ccc4O[C@@H]3[C@H](CO)O2)CC1
27	-5	-4	3[16.7 µM]	4	2	-1	0.5	C[C@@H]1CN([C@H](C)CO)C(=O)Cc2cc(NS(C)(=O)=O)ccc2O[C@@H]1CN(C)Cc1ccc(C(=O)Nc2ccccc2N)cc1
31	-8	3	-7[16.7 µM]	-5	-1	3	-0.6	C[C@@H]1CCCCO[C@H](CN(C)S(=O)(=O)c2ccc(F)cc2)[C@@H](C)CN([C@H](C)CO)C(=O)c2cc(NC(=O)NC3CCCCC3)ccc2O1

Later entries.
item	DENV2 CPE	ERAP1 inh	miR122 inh	ERp5 inh	Casp6 inh	SIRT5 block	F508del corr	Compound
33	-1	-1	6[16.7 µM]	2	-2	-6	-0.6	COCC(=O)Nc1ccc2c(c1)C(=O)N(C)C[C@H](OC)[C@@H](C)CN(C(=O)c1cnccn1)[C@@H](C)CO2
34	-3	-3	·	-4	0	3	-0.8	C[C@H](CO)N1C[C@H](C)[C@@H](CN(C)S(=O)(=O)c2cn(C)cn2)OCc2ccccc2-c2ccccc2C1=O
35	1	3	-1	-1	-1	-3	2.1	CCC(=O)Nc1ccc(NC(=O)c2ccc3ccccc3c2)cc1
36	12	-3	·	-3	-4	-1	-2.9	CCOC(=O)c1c(NC(=O)Cn2cnc3sc(C)c(-c4ccccc4)c3c2=O)sc(C)c1C
37	0	1	2	1	8	-1	-2.9	O=C(Nc1ccccc1)c1cccc2c(Br)cccc12
38	-4	1	·	0	1	·	2.5	CN(c1cccnc1)c1ccc(NC(=O)Cc2c[nH]c3ccccc23)cc1Br
39	-3	4	·	4	1	4	-0.7	CC(C)C[C@H](NC(=O)c1nccs1)C(=O)N1CCC[C@H]1C(=O)NCc1ccccc1
40	0	-2	6	3	1	-4	-1.7	CCOC(=O)C1(Cc2cccc(Cl)c2)CCCN(C(=O)CCNC(C)=O)C1 (configuration not stated)
41	-6	-1	1	2	-1	3	-2.7	N#CC1(NC(=O)COC(=O)C2=COCCO2)CCCCC1
42	-2	·	·	-8	·	2	0.9	CO[C@H]1CN(C)C(=O)c2ccc(NC(=O)C3CCOCC3)cc2OC[C@H](C)N(C(=O)c2ccccc2)C[C@H]1C
43	-3	-3	·	-1	0	-4	1.4	CCCCCC(=O)NNC1=NCC(Cc2cccc(Cl)c2)S1 (configuration not stated)
44	12	0	-1[16.7 µM]	0	5	4	2.0	C[C@@H]1CN([C@@H](C)CO)C(=O)c2cc(NS(=O)(=O)c3ccc(Cl)cc3)ccc2O[C@H]1CN(C)C
45	2	6	8	-3	5	-2	0.5	CC(=O)C(C(C)=O)c1cc(NS(=O)(=O)c2ccccc2)ccc1NS(=O)(=O)c1ccccc1
46	-9	-3	·	2	-5	0	0.6	COCCn1c(SCC(=O)NCC(c2ccccc2)N(C)C)nc2sc3c(c2c1=O)CCC3 (configuration not stated)
47	1	-3	·	0	4	-3	-0.4	Cc1ccccc1-n1c(SCC(=O)N(C)C2CCS(=O)(=O)C2)nc2ccccc2c1=O (configuration not stated)
48	-1	-1	2	2	-3	-6	0.1	O=C(CCNC(=O)c1ccco1)Nc1ccc(OC(F)(F)F)cc1
49	28*	2	-4[16.7 µM]	1	-2	-4	-1.2	COc1ccc(S(=O)(=O)N(C)C[C@@H]2Oc3ccc(NC(=O)C4CCCCC4)cc3CC(=O)N([C@@H](C)CO)C[C@@H]2C)cc1
50	4	5	4	0	-5	2	3.4	Nc1nc(SCc2cccc(Br)c2)n[nH]1
51	-3	-1	-8	2	-3	4	-0.8	COc1ccc(CNC(=O)CNC(=O)c2ccc(C(C)(C)C)cc2)cc1OC
52	-3	-3	·	-4	1	-4	-0.6	Cc1ccc(N2CCN(S(=O)(=O)N3CCCCC3)CC2)c(C)c1
53	4	0	9[16.7 µM]	1	-3	-5	-1.1	C[C@@H]1CN([C@H](C)CO)C(=O)c2cccc(NC(=O)Nc3ccc(F)cc3)c2O[C@@H]1CN(C)C(=O)Nc1ccccc1
54	-5	0	·	3	2	-1	-1.4	CC(OC(=O)CCNS(=O)(=O)c1ccccc1)C(=O)Nc1ccc(S(=O)(=O)N2CCCCC2)cc1 (configuration not stated)
55	-1	-2	·	1	-1	-3	3.1	CO[C@H]1CN(C)C(=O)c2cc(NS(=O)(=O)c3ccccc3)ccc2OC[C@@H](C)N(Cc2nccs2)C[C@@H]1C
56	3	4	-2	1	9	11	-1.4	Nc1ccc(S(=O)(=O)Nc2ccc(Cl)nn2)cc1
57	3	-8	-1	3	-1	-4	-1.5	CC(CNC(=O)COC(=O)c1cccnc1Cl)c1ccccc1 (configuration not stated)
58	-9	6	-5	1	-2	-3	-1.9	COc1ccc(CCNC(=O)c2nnc(CS(=O)(=O)c3ccccc3)o2)cc1OC
59	3	-2	0	5	0	12	-1.5	COc1ccc(CC(=O)NCc2nnc(SCC(=O)Nc3ncc(C)s3)n2C)cc1
60	16	0	·	4	-2	·	-1.6	CC1(C(=O)NS(=O)(=O)c2ccc(C#N)cc2)CCN1C(=O)c1cccc2ccccc12 (configuration not stated)
61	2	0	-7	1	·	3	2.0	CCc1nn(CC(=O)NCc2ccccc2Cl)c(=O)c2cccn12
62	13	-1	-1[16.7 µM]	5	-2	-6	3.0	CCNC(=O)C[C@@H]1CC[C@@H]2[C@H](COc3ccc(NC(=O)Nc4ccc(C)cc4)cc3C(=O)N2C)O1
63	1	-1	·	0	-5	-8	-1.5	COc1ccc(C(C)=O)cc1CSc1nncn1C
64	20	-4	1	2	-4	-3	-2.3	Cc1ccc(/C=C2\SC(=S)N(CCC(=O)Nc3ccc(O)cc3)C2=O)cc1
65	5	0	-4[16.7 µM]	8	2	-1	-0.4	O=C(C[C@@H]1C[C@H]2c3cc(NS(=O)(=O)c4ccc(F)cc4)ccc3O[C@H]2[C@H](CO)O1)N1CCCCC1

Source: PubChem
